Screens from PubChem BioAssay.
AmpC inh detg: qHTS Inhibitors of AmpC Beta-Lactamase (assay with detergent); hit rate 0.041% among 370,000; AmpC hydrolysis of nitrocefin, absorbance 480 nm, 0.01% Triton; Potency, µM (titrated, usually from 114 µM), inactives show at the top dose activity change, negative = inhibition, actives largely listed as inhibitors; P00811;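 further: potency means the concentration at half of the fitted maximal effect; 0% = no-compound wells and -100% = no-enzyme wells; nearly all actives have a fitted effect of over 25% in size; some results filed as inactive show a strong effect at the top dose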
Target sequence (P00811 whole entry, looked up): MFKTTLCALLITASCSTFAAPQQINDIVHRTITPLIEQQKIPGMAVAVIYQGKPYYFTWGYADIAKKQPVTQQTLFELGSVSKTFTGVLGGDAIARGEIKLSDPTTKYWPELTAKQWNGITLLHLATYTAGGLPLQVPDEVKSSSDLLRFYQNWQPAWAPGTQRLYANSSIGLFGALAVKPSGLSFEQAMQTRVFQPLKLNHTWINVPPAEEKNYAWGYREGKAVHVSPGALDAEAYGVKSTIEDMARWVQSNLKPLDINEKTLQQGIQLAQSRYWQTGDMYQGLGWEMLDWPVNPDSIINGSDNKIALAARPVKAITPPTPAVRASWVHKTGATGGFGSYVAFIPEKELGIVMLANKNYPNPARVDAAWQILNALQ
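20 mM phosphate pH 7.0 + 0.01% (detergent screen) or 0.0001% Triton X-100; 5.3 nM AmpC reagent; cpd preinc 15 min RT; nitrocefin (800 uM stock) to start; A480 q20 s × 4 min; Activity was normalised to no-enzyme and no-compound control wells.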
HCMV inh: qHTS Assay for inhibitors of the human cytomegalovirus (HCMV). hit rate 4.5% among 410,000. activity change, negative = inhibition, % at 57.5 µM. HFF cells, HCMV-luciferase reporter, 72 h; hits give low values; in the data active means activity change below about -60%; inconclusive means no clear call, values can overlap the other calls; inactive means above about -39%; further: on the % scale 0 is the no-effect control and ±100 the full control effect
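Cell-based, HFFs, 1000 cells/well, 16 h 37C; cpds in DMSO + HCMV-luc, MOI 1 PFU/cell; 72 h 37C; OneGlo luminescence after 5 min RT; norm. to buffer vs Salinomycin 10uM.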
Cycloheximide cs: Cycloheximide Counterscreen for Small Molecule Inhibitors of Shiga Toxin. cell reporter, cycloheximide protein synthesis inhibition counterscreen. max response, %. hit rate 12% among 300,000; in the data active means max response mostly above about 13%, no sharp cut-off; inactive means mostly below about 14%; further: read at 38.3 µM for the half of the compounds with a filed dose; 0% is about no effect
Shiga inhibitor: A qHTS for Small Molecule Inhibitors of Shiga Toxin. hit rate 9.2% among 290,000. Vero cells, Shiga toxin protein synthesis inhibition reporter. inhibition, % at 38.7 µM; in the data active means inhibition mostly above about 28%, no sharp cut-off; inactive means mostly below about 43%; further: 0% is about no effect
AmpC no deterg: qHTS Inhibitors of AmpC Beta-Lactamase (assay without detergent); AID 485341, 2010; Potency, µM (doses to about 57.1 µM), without a hit: at the top dose activity change, negative = inhibition, hits mostly inhibitors; AmpC nitrocefin hydrolysis, absorbance 480 nm, 0.0001% Triton; hit rate 0.52% among 330,000;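 further: potency means the concentration at half of the fitted maximal effect; plate controls were no compound for no effect and no enzyme for full effect; nearly all actives have a fitted effect of over 20% in size; some results filed as inactive show a strong effect at the top dose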
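AmpC (5.3 nM in the dispensed reagent) in 20 mM phosphate pH 7.0 with 0.01% (detergent screen) or 0.0001% Triton X-100 was preincubated with compounds for 15 min at room temperature. Nitrocefin was then added from an 800 uM solution, and hydrolysis was followed at 480 nm.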
FBPA Giardia inh: qHTS Assay for Inhibitors of Fructose-1,6-bisphosphate Aldolase from Giardia Lamblia | A8B2U2 | purified Giardia FBPA | Potency, µM (doses to about 59.6 µM), without a hit: top-dose activity, negative = inhibition, actives largely listed as inhibitors | hit rate 0.71% among 290,000; further: potency means the concentration at half of the fitted maximal effect; on the % scale 0 is the no-effect control and ±100 the full control effect; nearly all actives have a fitted effect of over 55% in size
Target sequence (A8B2U2 whole entry, looked up): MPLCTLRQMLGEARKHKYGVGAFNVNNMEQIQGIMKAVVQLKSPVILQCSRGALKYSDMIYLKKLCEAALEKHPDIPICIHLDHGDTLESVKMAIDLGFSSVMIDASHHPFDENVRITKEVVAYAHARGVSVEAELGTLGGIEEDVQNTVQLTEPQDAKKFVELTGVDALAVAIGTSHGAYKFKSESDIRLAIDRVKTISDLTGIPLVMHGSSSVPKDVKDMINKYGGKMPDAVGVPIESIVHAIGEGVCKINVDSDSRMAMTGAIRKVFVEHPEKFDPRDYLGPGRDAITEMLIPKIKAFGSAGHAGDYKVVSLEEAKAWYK
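Giardia FBPA (40 nM reagent) was preincubated 10 min at RT with compound (up to 57.5 uM final), then substrate plus GAPDH/TPI/NAD/arsenate coupling system with diaphorase/resazurin was added; resorufin fluorescence (525/598 nm) was read after 20 min.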
AMA1 RON2 block: qHTS for Inhibitors of AMA1-RON; Towards Development of Antimalarial Drug Lead: Primary Screen; hit rate 0.2% among 360,000; Potency, µM (doses to about 58.2 µM), for the others: at the highest dose activity change, negative = inhibition, hits mostly inhibitors; Plasmodium falciparum AMA1 (3D7) - RON2 peptide interaction; AlphaScreen AMA1-biotinylated RON2 peptide binding;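 further: potency means the concentration at half of the fitted maximal effect; 0% = vehicle wells and -100% = peptide control; nearly all actives have a fitted effect of over 45% in size; some results filed as inactive show a strong effect at the top dose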
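AMA1 (3D7) with his tag at 25 nM final met compounds first, then biotinylated RON2 peptide at 25 nM; detection used donor plus acceptor beads, 10 µg/mL apiece, read by AlphaScreen after 30 min at room temperature.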
Numbers without * were called inactive; u = inconclusive; x = not tested or not shown; & = joins results of further samples; [ ] = dose if it differs, or a comment. Unless noted, the call rests on the fitted dose curve; in most records, active means well fitted curve in the direction sought with a large enough effect; inconclusive means small, poorly fitted or top-dose-only effect, or another doubt; inactive means no such curve, though single readings can be large; an effect the other way counts as inactive or inconclusive.

Screens in order: AmpC inh detg | HCMV inh | Cycloheximide cs | Shiga inhibitor | AmpC no deterg | FBPA Giardia inh | AMA1 RON2 block
O=C(Nc1ccccc1C(=O)NCc1ccccc1)c1ccccc1
    -6% | -35 | -2 | 1 | 11% | 4% | -2%
CCCCC(=O)N(CCOC)c1nnc(-c2ccc(OC)cc2)s1
    u | -32 | 2 | 23 | -7% | 2% | -6%
Cc1ccnc(NS(=O)(=O)c2ccc(NC(=O)C3CCCO3)cc2)n1 (stereo not given)
    -11% | -21 | 19 | -4 | -22% | -7% | 2%
CCc1nc(NCC2CCCO2)c(C#N)c2c1COC(C)(C)C2 (stereo not given)
    -5% | 3 | 1 | 11 | 18% | -1% | -8%
CCCn1c2c(c(O)c(C(=O)Nc3nc(C)cs3)c1=O)CCCC2
    u | x | -2 | 14 | -29% | 9% | x
COc1ccc(CNCc2ccc(C(F)(F)F)cc2)cc1OC
    -2% | -22 | -3 | -5 | 1% | -15% | -27%
C=CCNC(=O)N1CCC(n2nccc2NC(=O)CCc2ccccc2)CC1
    -12% | 18 | -3 | 3 | 0% | 8% | -2%
COc1ccc(Br)cc1CN1CCN(S(=O)(=O)Cc2ccccc2)CC1
    4% | -22 | -3 | -14 | 1% | x | -9%
C1CCc2c(nnc3c2-c2nonc2CC3)C1
    -1% | 37 | -1 | 21 | -14% | 6% | 8%
COc1cccc(NC(=O)CCC2CCN(C(=O)c3scnc3C)CC2)c1
    8% | 20 | -5 | -15 | 18% | x | 0%
COC(=O)/C(=N\Nc1ccccc1)Sc1nnc(-c2ccc(OC)cc2)n1C
    -3% | -27 | -3 | 24 | -10% | u | 38%[activator]
N#CCc1c(C#N)c(N)nc(N2CCN(Cc3ccc4c(c3)OCO4)CC2)c1C#N
    3% | -32 | 5 | -19 | 17% | -24% | 14%
Cc1csc(NC(=O)CSc2nnc(NC(=O)COc3ccccc3)s2)n1
    u | 22 | -3 | 10 | -29% | 10% | 4%
O=C(NCc1cccnc1)C1CC(=O)N(CCc2ccccc2)C1 (stereo not given)
    -4% | -4 | 4 | -17 | -11% | 2% | 2%
O=C(N/N=C\c1ccccn1)c1ccccc1O
    -7% | -10 | 33* | 120* | -32% | 16µM* | 64%[activator]
CC(=O)Nc1cccc(N)c1
    3% | 1 | x | x | -8% | x | 3%
O=C1CCCN1CCCNC(=S)Nc1cccc2ccccc12
    -5% | 32 | 3 | -5 | -9% | -10% | 28%
CCCCCc1cc(O)c2c(C)cc(=O)oc2c1
    -2% | -105* | 13* | 40 | -28% | 7% | -1%
CC(Oc1ccccc1)C(=O)NC1CCCCCCC1 (stereo not given)
    0% | -10 | -1 | -30 | 1% | x | -4%
Cc1ccc(S(=O)(=O)NCCc2cccs2)cc1
    -1% | -34 | -3 | -2 | -28% | -10% | -11%
CS(=O)(=O)N1CCC(C(=O)N2CCN(c3cccc(Cl)c3)CC2)CC1
    -13% | -33 | -6 | 5 | 19% | 3% | 1%
CCc1ccc(OCCNc2cc(N3CCNC(C)C3)ccc2[N+](=O)[O-])cc1 (stereo not given)
    7% | -3 | x | x | 92%[activator] | x | -28%
Cc1ccccc1-n1c(-c2ccc(Cl)cc2)cnc1SCC(=O)NC1CCS(=O)(=O)C1 (stereo not given)
    -13% | -37 | -3 | 1 | 237%[activator] | -7% | -6%
Cc1ccc(NC(=O)CCN2CCN(C)CC2)cc1
    -5% | 24 | -1 | -14 | 24% | -24% | 22%
Cc1nnc(NC(=O)CSc2ccc(-c3cccnc3)nn2)s1
    18% | -13 | 1 | 55 | -4% | -2% | -6%
Cc1nc(-c2ccncc2)nc(NCCNc2ccc(C(F)(F)F)cn2)c1Cl
    -6% | -30 | 0 | -4 | 3% | 0% | -12%
Cn1nc(C(=O)OCC(=O)c2ccc(Br)cc2)c2ccccc2c1=O
    -3% | -16 | x | x | -14% | x | -3%
COc1ccc(-c2c(C#N)c(N)nc3c2CCc2ccccc2-3)cc1OC
    u | -26 | -2 | 1 | 27% | -12% | 73%[activator]
CS(=O)(=O)Nc1ccc(-c2nnc3n2CCCCC3)cc1
    0% | 36 | -3 | -4 | -13% | -6% | -5%
CC1=CCC2C(=O)N(c3ccc(OC(=O)c4ccco4)cc3)C(=O)C2C1 (stereo not given)
    4% | -15 | 2 | -2 | -7% | -4% | 7%
CCN(CC)S(=O)(=O)c1ccc(OCC(=O)NC2CCS(=O)(=O)C2)c([N+](=O)[O-])c1 (stereo not given)
    -4% | 9 | 7 | 11 | -11% | 4% | -1%
CC1CC=CC2C1C(=O)N(Cc1ccccc1)C2c1ccc(-c2ccoc2)cc1F (stereo not given)
    x | x | 8 | -5 | x | -8% | x
Cc1ccc(S(=O)(=O)CC(=O)NCc2ccccc2)cc1
    3% | 5 | -3 | -18 | -16% | x | 0%
O=C(Cc1ccc(Cl)cc1Cl)Nc1ccc(OC(F)F)c(Cl)c1
    u | u | 0 | -8 | -35% | 2% | 30%
Cc1nnc(NC(=O)CSc2ccc(-c3ccccn3)nn2)s1
    3% | x | 7 | 4 | -21% | -10% | x
Cc1ccc2cc(C#N)c(NCCCNC(=O)C3CCCO3)nc2c1 (stereo not given)
    2% | 0 | 7 | 51 | 48% | u | 28%
COc1ccc(S(=O)(=O)N2CCCN(S(=O)(=O)c3ccc(OC)c(C)c3)CC2)cc1C
    -2% | -26 | 6 | -5 | -16% | 4% | -2%
N#C/C(=C\c1c[nH]c2ccc(Br)cc12)c1ccccn1
    4% | x | 13 | 22 | -3% | 22% | 6%
CC(=O)c1ccc(N2CCN(S(=O)(=O)c3ccc(-c4cc(C)no4)s3)CC2)cc1
    -5%&-2% | -19&0 | 5 | 2 | -26% | 12% | 5%
O=C1CCC(C(=O)OCc2nnc(-c3ccccc3)o2)=NN1
    -16% | 6 | x | x | -15% | x | 0%

Full records from above.
Profile of COc1ccc(S(=O)(=O)N2CCCN(S(=O)(=O)c3ccc(OC)c(C)c3)CC2)cc1C : AmpC inh detg = -2%; HCMV inh = -26; Cycloheximide cs = 6; Shiga inhibitor = -5; AmpC no deterg = -16%; FBPA Giardia inh = 4%; AMA1 RON2 block = -2%
Profile of CCN(CC)S(=O)(=O)c1ccc(OCC(=O)NC2CCS(=O)(=O)C2)c([N+](=O)[O-])c1 (stereo not given) : AmpC inh detg = -4%; HCMV inh = 9; Cycloheximide cs = 7; Shiga inhibitor = 11; AmpC no deterg = -11%; FBPA Giardia inh = 4%; AMA1 RON2 block = -1%

Carrying on:
Screens in order: AmpC inh detg | HCMV inh | Cycloheximide cs | Shiga inhibitor | AmpC no deterg | FBPA Giardia inh | AMA1 RON2 block
O=Cc1cccn1Cc1ccc(Cl)cc1Cl
    u | 1 | -3 | -7 | -11% | -10% | 40%[activator]
CCCCOC(=O)c1ccc(NC(=O)c2cc(Cl)ccc2OC)cc1
    u | 50 | 10 | -3 | -24% | -2% | 2%
C[C@@H](C(=O)NNC(=O)c1ccc(Cl)cc1)N1C(=O)C2CC=CCC2C1=O (stereo not given in full)
    x | 31 | x | x | -32% | x | 23%
CN(C)/C=C/C(=O)c1ccccc1
    -7% | 0 | 41* | 63* | 1% | -18% | -3%
Nc1c(CO)nnn1-c1ccccc1
    -3% | -20 | 9 | 37 | -39% | -1% | -12%
Cc1ccc(NC(=O)CN(C)C(=O)c2ccc(C(F)(F)F)cc2)cc1
    u | -10 | 3 | 28 | -9% | 0% | 0%
Oc1ccc(Br)cc1CN1CCCCCCC1
    u | -3 | -1 | 4 | -13% | -10% | -25%
CCOc1cc(NC(=S)NCC(C)C)c(OCC)cc1NC(=O)c1ccco1
    1% | 8 | -1 | -8 | -18% | -5% | 0%
Cc1ccccc1-c1nc(CS(=O)CC(=O)NC2CCCC2)c(C)o1 (stereo not given)
    3% | -15 | -2 | -5 | 8% | x | 0%
COc1ccc(C(NC(C)=O)c2cc(Cl)c3cccnc3c2O)cc1OC (stereo not given)
    -1% | -100* | -1 | -1 | -31% | 2% | -1%
Cc1cccc(C(=O)NNC(=O)C2CCN(C(=O)OC(C)(C)C)CC2)c1
    -6% | 3 | 6 | -10 | 1% | -1% | 32%[activator]
CCN1CCN(c2ccc(NC(=O)c3ccc(OC)c(S(=O)(=O)N4CCCC4)c3)cc2)CC1
    5% | -19 | x | x | 40% | x | -15%
O=C1OCC(c2ccc(Cl)s2)=C1c1ccccc1[N+](=O)[O-]
    -6% | -22 | 8 | 2 | u | -15% | u
O=C(COc1ccc(Cl)cc1Cl)NNC(=S)Nc1ccc(F)cc1
    -1% | -103* | -3 | -23 | -32% | 10% | 16%
COc1ccc(C(=O)Nc2ccc(F)cc2F)cc1
    -3% | 40 | 29 | 60 | -7% | -2% | -4%
CCOC(=O)C1(Cc2cccc(OC)c2)CCN(Cc2cccc(OCC)c2O)CC1
    -2% | u | -1 | -5 | 67%[activator] | -8% | u
COc1cc(NC(=O)C2CCCN(S(=O)(=O)c3cccc4nsnc34)C2)cc(OC)c1 (stereo not given)
    -15% | 8 | -1 | -23 | -4% | -16% | -14%
O=C1CN(C(=S)NC(=O)c2ccccc2[N+](=O)[O-])CCN1
    2% | -18 | -1 | -7 | -8% | 11µM* | 21%
NC(=S)NNc1c(F)c(F)c(F)c(F)c1F
    -20% | 5 | 6 | -6 | -31% | 16µM* | 43%[activator]
Cc1[nH]cnc1C(=O)N/N=C/c1ccc([N+](=O)[O-])s1
    u | -90* | 24* | 55* | -3% | 8% | 63%[activator]
CCc1nnc(NS(=O)(=O)c2ccc(NC(=S)NC(=O)/C=C/c3cccs3)cc2)s1
    3% | -3 | 0 | -12 | -30% | -5% | 52%[activator]
C=CCNCCCCOc1cccc(Br)c1
    -5% | 31 | -1 | 19 | 45% | u | u
OC(c1ccc(Cl)cc1)c1nnc(-c2ccccc2)o1 (stereo not given)
    -14% | -18 | 13 | 35 | -12% | 0% | -12%
O=C(NCc1ccncc1)Nc1cc(Cl)ccc1Cl
    2% | 24 | -1 | -11 | -22% | -4% | -5%
COc1ccc(C(=O)NC(=S)NNC(=O)CCc2ccccc2)cc1
    -10% | -85* | 10 | 18 | -29% | u | 41%[activator]
O=C(O)CNC(=O)CCn1nnc2ccccc2c1=O
    -1% | -28 | -3 | 26 | -12% | -1% | 15%
CC[C@@H]1C(c2ccc(F)cc2)=NN(c2ccc(Br)cc2)[C@H]1C(=O)N1CCOC1=O
    x | 0 | 16 | 24 | -10% | -13% | 36%[activator]
